Screens as filed in PubChem.
IDH1 R132H inh: inhibitors of IDH1 R132H reductase, primary screen, biochemical, plate reader, single point | hit rate 0.18% among 70,000 | Isocitrate dehydrogenase [NADP] cytoplasmic (Homo sapiens), O75874 | inhibition, % at 10 µM | AID 624101, 2012 | diaphorase/resazurin fluorescence, 60 min; in the data active means inhibition above about 34%;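 further: 0% = DMSO and 100% = no enzyme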
PRC2 inh: EZH2/PRC2 methyltransferase inhibitors, primary screen, biochemical, DELFIA time-resolved fluorescence, single point | inhibition, % at 12.5 µM | PRC2 H3K27 methylation, DELFIA TRF, 1 h | Histone-lysine N-methyltransferase EZH2 (Homo sapiens), Q15910 | hit rate 0.35% among 57,000;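 active means mean inhibition of replicates at least 50% and every single replicate also reaching 50%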;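 further: dimethyl H3K27 on biotinylated H3 21-44 peptide detected by antibody; plate controls were median neutral control wells for no effect and median positive control wells for full effect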
Target sequence (Q15910 whole entry, looked up): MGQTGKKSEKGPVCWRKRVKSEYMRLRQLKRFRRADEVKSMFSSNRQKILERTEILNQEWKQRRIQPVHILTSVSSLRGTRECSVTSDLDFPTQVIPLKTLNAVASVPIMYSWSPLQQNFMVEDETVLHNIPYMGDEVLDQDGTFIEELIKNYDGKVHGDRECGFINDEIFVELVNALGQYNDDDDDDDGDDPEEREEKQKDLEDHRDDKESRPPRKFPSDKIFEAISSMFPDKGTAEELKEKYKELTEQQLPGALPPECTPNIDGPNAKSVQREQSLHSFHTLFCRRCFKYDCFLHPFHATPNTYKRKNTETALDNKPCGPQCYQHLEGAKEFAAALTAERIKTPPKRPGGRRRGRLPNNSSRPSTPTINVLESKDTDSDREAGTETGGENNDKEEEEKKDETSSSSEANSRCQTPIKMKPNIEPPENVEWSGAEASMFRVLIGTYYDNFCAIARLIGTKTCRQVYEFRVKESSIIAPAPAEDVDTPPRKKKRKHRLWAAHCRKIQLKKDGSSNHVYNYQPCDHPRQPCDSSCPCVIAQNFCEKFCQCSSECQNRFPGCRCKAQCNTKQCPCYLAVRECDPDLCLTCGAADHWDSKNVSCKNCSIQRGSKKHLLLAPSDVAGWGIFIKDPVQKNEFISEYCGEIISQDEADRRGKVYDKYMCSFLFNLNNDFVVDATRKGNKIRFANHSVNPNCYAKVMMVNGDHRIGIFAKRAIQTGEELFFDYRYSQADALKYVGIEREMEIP
* = called active by the depositor; nt = not tested or not shown. Some of the compounds tested; rates above refer to the full screens.

Each structure is followed by: IDH1 R132H inh, PRC2 inh
C[C@@H]1CN([C@H](C)CO)C(=O)c2cc(-c3cccc(C#N)c3)cnc2O[C@H]1CN(C)C(=O)c1cnccn1
 : 0.1, 10
CCOc1ccc(Cl)cc1S(=O)(=O)NC1CC(C)(C)NC(C)(C)C1
 : -0.5, 0
COc1ccccc1NC(=O)COc1ccc2c(-c3ccccc3)cc(=O)oc2c1C
 : -0.8, nt
CCCC#Cc1ccc2c(c1)O[C@@H](CN(C)Cc1cccnc1)[C@@H](C)CN([C@@H](C)CO)S2(=O)=O
 : 53*, 6
Cc1cc(OCC(=O)Nc2ccc(O)c(-c3nc4ccccc4o3)c2)ccc1Cl
 : 0.4, -24
COCCNC(=O)C[C@@H]1C=C[C@@H](NC(=O)NC2CCCC2)[C@H](CO)O1
 : 0.3, 11
CO[C@H](CN(C)C(=O)c1ccccc1F)[C@H](C)CN([C@H](C)CO)S(=O)(=O)c1ccccc1
 : -0.4, -7
COc1ccccc1C#Cc1ccc2c(c1)O[C@@H](CN(C)Cc1cncnc1)[C@@H](C)CN([C@@H](C)CO)S2(=O)=O
 : -20, -8
CCCNC(=O)C[C@H]1C[C@H]2c3cc(NC(=O)NC4CCCC4)ccc3O[C@H]2[C@@H](CO)O1
 : -0.2, 4
COC(=O)C1=COC(O[C@@H]2O[C@H](CO)[C@@H](O)[C@H](O)[C@H]2O)[C@@H]2[C@@](C)(O)[C@@H](OC(=O)/C=C\c3ccccc3)C[C@]12O (stereo partly specified)
 : 0.2, 22
CC(C)CC#Cc1ccc2c(c1)O[C@H](CN(C)Cc1ccc(F)cc1)[C@H](C)CN([C@H](C)CO)S2(=O)=O
 : -10, 28
C[C@@H]1CCCCO[C@@H](CN(C)C(=O)Nc2ccc(C(F)(F)F)cc2)[C@@H](C)CN([C@H](C)CO)C(=O)c2cc(NC(=O)Nc3ccc4c(c3)OCO4)ccc2O1
 : 2.1, nt
CCC(=O)Nc1ccc2c(c1)C(=O)N(C)C[C@@H](OC)[C@H](C)CN(CCc1ccccc1)[C@@H](C)CO2
 : -0.3, 0
COc1ccc(CN(C)C[C@H]2Oc3ccc(NS(=O)(=O)c4cccs4)cc3C(=O)N([C@@H](C)CO)C[C@@H]2C)cc1
 : -0.8, nt
C[C@H](CO)N1C[C@H](C)[C@H](CN(C)S(=O)(=O)c2ccc(F)cc2)Oc2c(NC(=O)Nc3ccccc3)cccc2C1=O
 : 0.1, 4
COc1ccc(-c2nnc(SCC(=O)Nc3c(F)cc(F)cc3Br)n2C)cc1
 : -0.1, 10
Cc1cccc(OCC(=O)Nc2cccc(-c3nnc(-c4ccco4)o3)c2)c1C
 : 0.0, 3
CN1CCN(C(=O)C[C@@H]2C[C@H]3c4cc(NC(=O)C5CCOCC5)ccc4O[C@H]3[C@H](CO)O2)CC1
 : 0.5, 20
COc1ccc(CN(C)C[C@@H]2Oc3ccc(NS(=O)(=O)c4ccc(Cl)cc4)cc3CC(=O)N([C@@H](C)CO)C[C@@H]2C)cc1
 : 1.1, -1
CCCCCCCNS(=O)(=O)c1cccc2c(Cl)cccc12
 : 0.6, 41
CO[C@H]1CN(C)C(=O)c2ccc(NC(=O)NC(C)C)cc2OC[C@@H](C)N(C(=O)CC2CC2)C[C@@H]1C
 : 0.6, 4
C[C@@H]1CN([C@H](C)CO)C(=O)c2cccc(NS(=O)(=O)c3cn(C)cn3)c2O[C@H]1CN(C)C
 : 1.7, 3
CO[C@@H](CN(C)Cc1nccs1)[C@H](C)CN([C@@H](C)CO)S(=O)(=O)c1ccc(F)cc1
 : 0.1, -9
C[C@@H]1CN([C@H](C)CO)C(=O)c2cc(NC(=O)c3ccncc3)ccc2O[C@@H](C)CCCCO[C@@H]1CN(C)Cc1ccc(C(F)(F)F)cc1
 : -0.7, nt
CC(C)(C)OC(=O)CC[C@@]12N=C(c3ccc(OCCCO)cc3)O[C@@H]1c1ccccc1CN(C(=O)c1ccccc1)C2=O
 : nt, -1
CNC[C@H]1Oc2ccc(NC(=O)Nc3ccc(F)cc3)cc2C(=O)N([C@H](C)CO)C[C@H]1C
 : 1.1, nt
C[C@@H]1CN([C@H](C)CO)C(=O)c2ccccc2-c2ccccc2CO[C@H]1CN(C)C(=O)c1ccc(F)cc1
 : nt, 0
C[C@H]1CN([C@@H](C)CO)C(=O)c2cc(C#Cc3ccncc3)cnc2O[C@H]1CN(C)Cc1ccncc1
 : 12, 0
C[C@@H]1CN([C@@H](C)CO)C(=O)c2cc(-c3ccccc3F)cnc2O[C@H]1CN(C)Cc1ccccc1
 : -0.5, -1
Cc1noc(C)c1S(=O)(=O)Nc1ccc2c(c1)C(=O)N([C@@H](C)CO)C[C@H](C)[C@H](CN(C)C(=O)CCCN(C)C)OCCCC[C@@H](C)O2
 : 0.6, nt
C[C@@H]1CN([C@@H](C)CO)S(=O)(=O)c2ccc(C#CCN(C)C)cc2O[C@@H]1CN(C)Cc1ccc2c(c1)OCO2
 : -0.5, nt
C[C@@H](O)C#Cc1ccc2c(c1)O[C@@H](CN(C)Cc1cncnc1)[C@@H](C)CN([C@@H](C)CO)S2(=O)=O
 : 34*, 26
O=C(C[C@H]1C[C@@H]2c3cc(NC(=O)C4CCOCC4)ccc3O[C@@H]2[C@H](CO)O1)NCc1cccc(F)c1
 : 0.0, -12
CC(C)NC(=O)Nc1ccc2c(c1)CC(=O)N([C@@H](C)CO)C[C@@H](C)[C@@H](CN(C)Cc1ccc(C(F)(F)F)cc1)O2
 : -0.4, nt
O=C(CSc1nc(-c2ccc(F)cc2)cs1)Nc1ccc(N2CCOCC2)c(Cl)c1
 : 0.0, 25
O=C(CSc1nnc(-c2cccc(Cl)c2)n1-c1ccccc1)Nc1ccc(F)c(F)c1
 : 0.2, -19
CCn1c2ccccc2c2cc(NS(=O)(=O)c3ccccc3[N+](=O)[O-])ccc21
 : 0.9, 49
O=C(Nc1cccnc1)C1CC(c2c(F)cccc2Cl)=NO1 (stereo unspecified)
 : -0.5, 3
C[C@@H]1CN([C@H](C)CO)C(=O)c2cc(NC(=O)C3CCCCC3)ccc2O[C@@H](C)CCCCO[C@@H]1CN(C)Cc1ccc(C(=O)O)cc1
 : 6.8, nt
Cc1noc(C)c1S(=O)(=O)N(C)C[C@@H]1OCCCC[C@H](C)Oc2ccc(NC(=O)Nc3cccc4ccccc34)cc2C(=O)N([C@H](C)CO)C[C@H]1C
 : 2.1, nt

In another format: 4 of the compounds above
C[C@@H]1CN([C@@H](C)CO)S(=O)(=O)c2ccc(C#CCN(C)C)cc2O[C@@H]1CN(C)Cc1ccc2c(c1)OCO2
  IDH1 R132H inh: -0.5
  PRC2 inh: nt
C[C@@H](O)C#Cc1ccc2c(c1)O[C@@H](CN(C)Cc1cncnc1)[C@@H](C)CN([C@@H](C)CO)S2(=O)=O
  IDH1 R132H inh: 34*
  PRC2 inh: 26
O=C(C[C@H]1C[C@@H]2c3cc(NC(=O)C4CCOCC4)ccc3O[C@@H]2[C@H](CO)O1)NCc1cccc(F)c1
  IDH1 R132H inh: 0.0
  PRC2 inh: -12
CC(C)NC(=O)Nc1ccc2c(c1)CC(=O)N([C@@H](C)CO)C[C@@H](C)[C@@H](CN(C)Cc1ccc(C(F)(F)F)cc1)O2
  IDH1 R132H inh: -0.4
  PRC2 inh: nt

New compounds follow:
Each structure is followed by: IDH1 R132H inh, PRC2 inh
CNC[C@H]1Oc2ccc(N)cc2C(=O)N([C@@H](C)CO)C[C@@H]1C
 : 2.7, -14
CO[C@@H]1CN(C)C(=O)c2cc(NC(=O)Nc3ccc(F)cc3)ccc2OC[C@H](C)NC[C@H]1C
 : -0.5, 6
C[C@@H]1CN([C@@H](C)CO)S(=O)(=O)c2ccc(-c3cncnc3)cc2O[C@H]1CN(C)C
 : 0.0, 6
C[C@H]1CN([C@@H](C)CO)S(=O)(=O)c2ccc(C#Cc3ccc(F)cc3)cc2O[C@H]1CN(C)CC1CC1
 : -2.5, -9
CC(=O)N[C@H]1CC[C@@H](CCNC(=O)C2CC2)O[C@@H]1CO
 : 0.3, 2
Cc1ccc(NC(=O)COc2ccc3cc(-c4ccc(F)cc4)c(=O)oc3c2)cc1
 : 0.5, -16
O=C(N[C@@H]1CC[C@@H](CCNC(=O)C2CCOCC2)O[C@H]1CO)c1ccncc1
 : -0.2, 1
CNC[C@H]1Oc2ccc(NC(=O)C3CCCCC3)cc2C(=O)N([C@H](C)CO)C[C@H]1C
 : 0.5, 18
CO[C@@H]1CC[C@@H]2CCOc3c(C#N)cccc3C(=O)N(C)[C@H](C)C(=O)N(C)C[C@@H]1O2
 : -0.3, 9
O=C(COc1ccc(N2CC(C(=O)O)CC2=O)cc1)Nc1ccc(Cl)c(Cl)c1 (stereo unspecified)
 : 0.8, 5
O=C(CCN1CCCCC1)NCC[C@H]1CC[C@@H](NS(=O)(=O)c2cccc(F)c2)[C@H](CO)O1
 : 0.3, -6
COc1ccc(CN(C)C[C@@H]2OCCCC[C@@H](C)Oc3ccc(NC(=O)Nc4ccc(C(F)(F)F)cc4)cc3C(=O)N([C@@H](C)CO)C[C@@H]2C)cc1
 : -4.1, nt
C[C@H](CO)N1C[C@H](C)[C@H](CN(C)S(=O)(=O)c2cn(C)cn2)Oc2ccc(NS(=O)(=O)c3ccccc3)cc2C1=O
 : -1.4, nt
O=C(C[C@@H]1CC[C@H](NS(=O)(=O)c2cccc(F)c2)[C@H](CO)O1)N1CCCCC1
 : 0.1, 2
C[C@@H]1CN([C@@H](C)CO)C(=O)c2cccc(NS(C)(=O)=O)c2O[C@H]1CN(C)Cc1ccncc1
 : 1.7, -1
O=C(C[C@@H]1C=C[C@H](NC(=O)Nc2ccccc2F)[C@H](CO)O1)NCc1ccc(Cl)cc1
 : -0.3, -5
Cc1noc(C)c1NC(=O)Nc1ccc2c(c1)C(=O)N([C@H](C)CO)C[C@H](C)[C@@H](CN(C)C(=O)Nc1ccc3c(c1)OCO3)O2
 : 0.3, nt
CC(C)NC(=O)Nc1ccc2c(c1)C(=O)N([C@@H](C)CO)C[C@@H](C)[C@@H](CN(C)Cc1ccc3c(c1)OCO3)O2
 : 0.2, nt
C[C@H](CO)N1C[C@H](C)[C@@H](CN(C)C(=O)Nc2ccccc2)Oc2ccc(NC(=O)CCN3CCOCC3)cc2C1=O
 : -1.6, nt
O=C(O)CCCCCCC(=O)Nc1ccc(C2CC(CSc3nc(-c4ccccc4)c(-c4ccccc4)o3)OC(c3ccccc3)O2)cc1 (stereo unspecified)
 : nt, 92*

Going on with the list:
structure	IDH1 R132H inh	PRC2 inh
COc1cccc(OCC(=O)Nc2cc([N+](=O)[O-])ccc2OC)c1	0.1	5
CCOC(=O)/C=C/c1c(OC)cccc1OC	nt	-5
C[C@H](CO)N1C[C@H](C)[C@H](CN(C)C(=O)c2ccccc2)OCCCC[C@H](C)Oc2ccc(NC(=O)c3ccncc3)cc2C1=O	nt	0
COc1ccc(S(=O)(=O)Nc2ccc3c(c2)C(=O)N([C@H](C)CO)C[C@@H](C)[C@H](CN(C)S(=O)(=O)c2ccccc2)OCCCC[C@@H](C)O3)cc1	-0.1	nt
CN(C)C(=O)c1cccc(-c2cccc(-c3nc(C(=O)NC4CCCCC4)cc4c3[C@@H](CCO)N([S@](=O)C(C)(C)C)C4)c2)c1	-0.2	3
Cc1ccc(S(=O)(=O)N(C)C[C@H]2Oc3ccc(NC(=O)Nc4ccc(C(F)(F)F)cc4)cc3CC(=O)N([C@@H](C)CO)C[C@@H]2C)cc1	0.8	nt
C[C@@H]1CN([C@@H](C)CO)C(=O)Cc2cc(NS(=O)(=O)c3ccc(F)cc3)ccc2O[C@H]1CN(C)S(=O)(=O)c1ccc(F)cc1	0.2	nt
Cc1ccc(S(=O)(=O)N(C)C[C@H]2OCCCC[C@H](C)Oc3ccc(NC(=O)CCC(F)(F)F)cc3C(=O)N([C@@H](C)CO)C[C@H]2C)cc1	0.1	nt
COc1ccc(CN(C)C[C@H]2OCCCC[C@@H](C)Oc3ccc(NC(=O)Nc4ccccc4)cc3C(=O)N([C@H](C)CO)C[C@@H]2C)cc1	-1.2	nt
Cc1ccc(S(=O)(=O)Nc2cccc3c2O[C@@H](CN(C)C(=O)Nc2ccc(F)cc2)[C@H](C)CN([C@@H](C)CO)C3=O)cc1	-1.3	2
CCCN(C)C[C@@H]1Oc2cc(-c3cccc(OC)c3)ccc2S(=O)(=O)N([C@@H](C)CO)C[C@@H]1C	-3.4	-3
CN(C)C(=O)C[C@@H]1C[C@@H]2c3cc(NC(=O)CC4CC4)ccc3O[C@@H]2[C@H](CO)O1	1.5	8
C[C@@H]1CN([C@@H](C)CO)C(=O)Cc2cc(NS(=O)(=O)c3cccs3)ccc2O[C@@H]1CN(C)S(=O)(=O)c1ccc(Cl)cc1	0.4	nt
O=C1O[C@@H](c2ccccc2)[C@@H](c2ccccc2)N2[C@@H](c3ccc(O)cc3)[C@]3(C(=O)Nc4ccc(C#CCCO)cc43)[C@@H](C(=O)O)[C@H]12	nt	-2
CCCc1cn(CC[C@@H]2CC[C@H](NS(=O)(=O)c3ccccc3Cl)[C@@H](CO)O2)nn1	-0.1	5
C[C@@H]1CCCCO[C@H](CN(C)C(=O)Nc2ccc(F)cc2)[C@H](C)CN([C@H](C)CO)C(=O)c2cc(NS(=O)(=O)c3cn(C)cn3)ccc2O1	8.8	nt
COC(=O)c1c(NC(=O)C2CC(=O)NN2Cc2ccccc2)sc(C)c1C (stereo unspecified)	0.1	13
CC(C)=CCC[C@H](C)C/C=N/NC(=O)CCCCCCC(=O)Nc1ccccc1O	nt	12
Cc1n[nH]c(C)c1S(=O)(=O)N1CCC2(CC1)OCCO2	1.6	-11
